Insulin prom inh = TRM-6 insulin promoter activity inhibition | TRM-6 cells (human fetal islet line), insulin promoter-eGFP reporter, imaging; reporter expression induced with tamoxifen | 130,000 tested, 0.9% active | inhibition, % at 2 µM | AID 1273;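 active = inhibition above the mean plus 3 SD, with well images judged a real hit on visual review, cut at about 60% in these data, passing the limit was not always enough; inconclusive = inhibition over the cutoff but images rejected on review; inactive = inhibition not above the cutoff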
SDO1 yeast rescue = restores growth of sdo1-depleted yeast; 140,000 tested, 0.21% active; S. cerevisiae sdo1-depleted JHY4D growth rescue, OD600 30 h; stronger effect = higher value; pdr5 snq2 efflux-pump mutant strain; z-score at 10 µM;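 active = z-score above 3 at both the 24 hr and the 30 hr optical density reads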;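 note: z-score against mean and SD of all compound wells on the same plate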
SDO1 yeast rescue Rescue 24 h = second read-out of SDO1 yeast rescue, no call of its own (marks repeat the call); z-score; S. cerevisiae sdo1-depleted JHY4D growth rescue, OD600; measured here: growth rescue at 24 h;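 0 is the plate mean of compound wells and units are plate SD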
An asterisk follows results filed as active; ? = inconclusive; . = no result given.

The opening four compounds as a preview:
SMILES	Insulin prom inh	SDO1 yeast rescue	SDO1 yeast rescue Rescue 24 h
CCCS(=O)(=O)NCCc1cc2cc(C)c(C)cc2[nH]c1=O	57.3	-0.73	-1.01
O=[N+]([O-])c1ccc(OCc2cccc(COc3ccc([N+](=O)[O-])cc3)n2)cc1	-85.7	-1.08	-0.18
O=C(NC(=S)Nc1ccc(N2CCOCC2)c(Cl)c1)C(c1ccccc1)c1ccccc1	37.2	-0.84	0.5
CCCC1S/C(=N/N=C/c2ccc(OC)cc2)N(Cc2ccc(OC)cc2)C1=O (configuration not stated)	-22.9	-0.08	-0.08

Results (from the top)
SMILES	Insulin prom inh	SDO1 yeast rescue	SDO1 yeast rescue Rescue 24 h
CCCS(=O)(=O)NCCc1cc2cc(C)c(C)cc2[nH]c1=O	57.3	-0.73	-1.01
O=[N+]([O-])c1ccc(OCc2cccc(COc3ccc([N+](=O)[O-])cc3)n2)cc1	-85.7	-1.08	-0.18
O=C(NC(=S)Nc1ccc(N2CCOCC2)c(Cl)c1)C(c1ccccc1)c1ccccc1	37.2	-0.84	0.5
CCCC1S/C(=N/N=C/c2ccc(OC)cc2)N(Cc2ccc(OC)cc2)C1=O (configuration not stated)	-22.9	-0.08	-0.08
CC1=NN(Cc2ccccc2)C(=O)/C1=C\c1ccc(N(C)C)cc1	.	-0.88	-0.56
O=C1CCCc2ccccc2N1Cc1c(Cl)cccc1Cl	-9.4	-0.15	0.48
Nc1ccc2nc(SCc3cccc(F)c3)sc2c1	?	.	.
O=C1C=C(c2ccccc2)C[C@H](c2cccs2)[C@H]1n1nnc([N+](=O)[O-])n1	-186.7	-1.92	-0.89
CCOc1ccccc1Nc1nnc(Cc2ccccc2Cl)c(=O)[nH]1	-36.4	1.61	2.75
Cn1c(=O)n(C/C=C/c2ccccc2)c(=O)c2c1nc1n2CCCN1Cc1ccccc1	.	-1.11	-0.49
CN1CCN(c2ccc(-c3ccnn3C(=O)Nc3cccc(C(F)(F)F)c3)cc2)CC1	20.0	.	.
COc1cc(/C=N/NC(=O)c2cccnc2)ccc1OC(=O)c1ccco1	13.6	-0.44	-0.51
COc1ccccc1N(C)S(=O)(=O)c1ccc(C(=O)NC2=NCCS2)cc1	-58.6	-0.86	-0.79
O=C(c1cccs1)N1CCN=C1SCc1ccc(Cl)cc1	-25.0	.	.
O=C1CCCN1CCCNCC(=O)N1c2ccccc2Sc2ccccc21	-2.7	0.55	0.12
O=c1c2c3c(sc2ncn1/N=C/c1ccc(Br)o1)CCCC3	.	-1.31	-0.16
O=C(NCc1ccccc1Cl)C1CCC(CNc2nc(=S)[nH]c3ccccc23)CC1 (configuration not stated)	-19.1	.	.
Clc1ccc(Nc2ccc(NCc3ccccc3)nn2)cc1	2.8	-0.04	0.11
COc1ccc(S(=O)(=O)N[C@@H](Cc2ccc(Cl)cc2)C(=O)N2CC[C@@]3(O)CCCC[C@H]3C2)cc1	-7.9	-1.22	-0.02
Cc1ccc(C(=O)N(CC#N)CC#N)cc1C	50.0	.	.
CC(Cc1c[nH]c2ccccc12)NC(=O)C1CCCNC1=O (configuration not stated)	14.3	0.61	0.35
N/C(=N\NC(=O)c1cccs1)c1cc2ccccc2oc1=O	.	2.3	2.83
Cc1ccc(S(=O)(=O)c2cn(Cc3ccc(F)cc3)c3cc4c(cc3c2=O)OCO4)cc1	-19.4	0.32	-0.01
Cc1c(NC(=O)c2ccc(-c3cccc([N+](=O)[O-])c3)o2)c(=O)n(-c2ccccc2)n1C	14.3	.	.
COc1ccccc1CNC(=O)C1(c2ccc(Cl)cc2)CC1	-15.4	-0.17	-0.69
CCS(=O)(=O)N1CCN(C(=O)c2ccc(-c3ccccc3)cc2)CC1	.	-0.25	0.1
Cc1ccc2c(c1)-c1c(cnn1CC(=O)NC(C)CCc1ccco1)CO2 (configuration not stated)	.	-0.43	-0.95
CCc1ccc(CN2CCN(C(=O)c3cccc(OC)c3OC)CC2)cc1	43.8	0.05	-0.35
CCOC(=O)C1=C(c2ccccc2)NC(SCC(=O)Nc2cccc(C)c2)=C(C#N)C1c1ccco1 (configuration not stated)	.	-0.99	0.01
CN(C(=O)COC(=O)c1ccc2c(=O)n3c(nc2c1)CCC3)c1ccccc1	-50.0	0.16	-0.99

Single entries from the entries so far.
Entry for Cc1ccc2c(c1)-c1c(cnn1CC(=O)NC(C)CCc1ccco1)CO2 (configuration not stated) under SDO1 yeast rescue: -0.43
Entry for CCc1ccc(CN2CCN(C(=O)c3cccc(OC)c3OC)CC2)cc1 under SDO1 yeast rescue Rescue 24 h: -0.35

The list goes on:
SMILES	Insulin prom inh	SDO1 yeast rescue	SDO1 yeast rescue Rescue 24 h
O=C(Oc1ccc([N+](=O)[O-])cc1)c1cccnc1	41.4	0.45	-0.24
CC1(C)C2CCC1(CS(=O)(=O)Nc1ccc(S(=O)(=O)NC3CCCCC3)cc1)C(=O)C2 (configuration not stated)	.	0.12	-0.27
CCSc1nnc(NC(=O)CCNS(=O)(=O)c2cc(Br)cnc2N)s1	-9.5	0.24	0.32
CCOC(=O)/C(=N/Nc1ccc(C)cc1)S(=O)(=O)c1ccc(Cl)cc1	-191.3	-0.11	-0.05
CCN1CCN(Cc2cc(=O)oc3cc4c(cc23)CCC4)CC1	.	0.84	0.51
CCN1CCN(c2cc(C)c3cc(NC(=O)c4cncc(Br)c4)ccc3n2)CC1	-7.1	-1.35	-1.75
c1ccc2c(N3CCCCC3)ncnc2c1	-20.0	-0.67	-1.66
CCOC(=O)c1c(C#N)c(SCC(=O)Nc2ccc(OC)cc2)nc2c1CN(CC)CC2	-87.5	0.26	-1.25
COc1ccc(CCNC(=O)c2nnn(-c3ccc4c(c3)OCCO4)c2N)cc1OC	-26.3	0.4	0.87
COc1ccc(CCNc2nc(-c3ccc(NC(C)=O)cc3)cs2)cc1OC	30.8	.	.
CCOC(=O)Cc1[nH]nc2c1C(c1ccsc1)C(C#N)=C(N)O2 (configuration not stated)	26.7	.	.
CC(C)C(NC(=O)Cc1ccccc1[N+](=O)[O-])C(C)C	.	0.26	-0.58
COC(=O)Sc1nnc(-c2ccc(Br)cc2)o1	18.8	-0.74	-0.18
Cc1ccc(S(=O)(=O)N2CCCCC2)cc1NC(=O)CSc1ccc2c(c1)OCCO2	.	0.19	-0.14
CCN(CC)S(=O)(=O)c1ccc(C)c(NC(=O)CSc2ncc(C(F)(F)F)cc2Cl)c1	-78.6	-0.03	1.11
Cc1nc(N2CCCCC2C)c2c(C)c(C(=O)Nc3cccc(C(F)(F)F)c3)sc2n1 (configuration not stated)	0.0	.	.
CCOc1ccccc1NC(=O)/C=C/c1ccccc1[N+](=O)[O-]	-35.1	0.98	1.49
CCn1c2ccccc2c2cc(CN3CCN(S(C)(=O)=O)CC3)ccc21	13.3	-0.15	0.16
CCOCCN1CCN(c2c3c(nc4cc(-c5ccc(F)cc5)nn24)CCC3)CC1	.	-0.58	-0.25
CC(C)c1ccc(O)c(NC(=O)c2ncn[nH]2)c1	63.6	0.46	0.85
COCc1c(N)c(C)nc(Cl)c1C#N	-11.1	.	.
NC(=O)c1ccccc1NS(=O)(=O)c1ccccc1	0.0	-0.47	-0.76
CCCCN(CCCC)C(=O)c1cc2ccccc2c(=O)o1	-45.2	-0.13	-0.21
COC(=O)CNC(=O)c1ccccc1C	17.4	0.11	-0.24
O=C(Nc1ccc2c(c1)OCO2)C(c1ccc(Cl)cc1)N1CCC2(CC1)OCCO2 (configuration not stated)	.	-1.15	-0.78
C/C(CC(=O)NCc1ccc(Cl)cc1)=N\NC(=O)Cc1ccccc1	21.4	-0.25	-0.99
Cc1ccc(C2C=C(c3ccc4c(c3)OCO4)Nc3ncnn32)cc1 (configuration not stated)	0.0	-1.68	-1.62
O=C1NC2(CCCCC2)Cc2ccccc21	-45.5	0.04	-0.49
Cc1ccc(N2C(=O)[C@@H]3C(c4ccc(F)cc4)=NO[C@@H]3C2=O)cc1	.	2.58	2.16
CCCN1Cc2cccc(C(=O)NCCCOC(C)C)c2C1=O	.	-0.06	-0.21
COC(=O)c1ccccc1NC(=O)CCS(=O)(=O)c1ccc(Br)s1	-12.5	-1.25	-0.58
COc1ccc(N2CCN(C(=O)CSc3ccccc3N)CC2)cc1	59.3	-0.41	-0.04
COc1cc(CNn2cnnc2)ccc1OCC(=O)NC1CCCCC1	-100.0	0.36	0.45
COc1ccccc1OCC(=O)N/N=C/C=C/c1ccc([N+](=O)[O-])o1	-161.3	-0.83	-0.15
O=C1CC(c2ccc3c(c2)OCO3)CN1 (configuration not stated)	.	-0.07	-0.54
COC(=O)c1ccc2c(=O)n(CCN3CCOCC3)c(=S)[nH]c2c1	67.6	1.76	1.3
COc1ccc(-c2ccc(SCC(=O)N3CCCC3)nn2)cc1OC	.	0.59	1.17
CCC(C)NC(=O)c1ccc(COc2ccccc2Cl)cc1 (configuration not stated)	.	-0.26	-0.4
Cc1ccc2cc(C)c3nnc(SCC(=O)N4CCN(C(=O)c5ccco5)CC4)n3c2c1	.	-0.33	-0.73
CC(C)(C)/C(O)=C(/C#N)c1nc2ccccc2[nH]1	3.2	-0.74	-0.28

Part of the list above in order of molecular weight, largest number first.
SMILES	Insulin prom inh	SDO1 yeast rescue	SDO1 yeast rescue Rescue 24 h
COC(=O)c1ccccc1NC(=O)CCS(=O)(=O)c1ccc(Br)s1	-12.5	-1.25	-0.58
COc1ccc(-c2ccc(SCC(=O)N3CCCC3)nn2)cc1OC	.	0.59	1.17
CCC(C)NC(=O)c1ccc(COc2ccccc2Cl)cc1 (configuration not stated)	.	-0.26	-0.4

The list goes on:
SMILES	Insulin prom inh	SDO1 yeast rescue	SDO1 yeast rescue Rescue 24 h
NC(=O)Nc1cccc2ccccc12	-46.7	0.67	0.64
CCOc1ccc(-c2nc(-c3ccccc3)no2)cc1OCC	.	-1.27	-0.74
Cn1c(SCC(=O)N2CCCCC2)nc2c([nH]c3ccccc32)c1=O	.	-0.41	0.23
CCCC(c1nnnn1CCOC)N1CCN(c2nc3ccccc3s2)CC1 (configuration not stated)	16.7	.	.
CC1CN(c2oc(COc3ccc(Cl)cc3Cl)nc2C#N)CC(C)O1 (configuration not stated)	-122.7	-2.04	-1.56
CCOC(=O)C(Cc1ccc(NC(=O)/C(=C\c2ccccc2)NC(=O)c2ccccc2)cc1)N1C(=O)c2ccccc2C1=O (configuration not stated)	-6.7	-0.47	-0.2
CC(C)N(Cc1ccccc1)C(=O)COC(=O)c1ccc2c(c1)OCCO2	32.1	-0.89	-0.23
Cc1ccc(-n2c(=O)[nH]cc(C(=O)Nc3ccc4c(c3)OCCO4)c2=O)cc1C	85.7*	0.21	-0.38
CCOc1cc(CNCCN(C)C)c(Cl)cc1OCC(=O)NCCc1ccccc1	-5.4	0.5	0.38
O=C(CN1CCN(Cc2ccc(Cl)cc2)C1=O)NCCCN1CCN(c2ccc(F)cc2)CC1	-16.7	-0.41	-0.47
CC1CCN(c2ccc(C(=O)NCc3cccs3)cn2)CC1	.	-0.72	-0.33
Cc1cccc(NC(=O)NNS(=O)(=O)c2ccc(F)cc2)c1	10.0	0	-0.73
O=C(CN(C(=O)CCC(=O)Nc1nccs1)c1ccccc1F)NCC1CCCO1 (configuration not stated)	34.2	0.84	1.04
Cc1ccccc1NC(=O)Cc1nnc(SCC(=O)N2CCN(c3ccccc3)CC2)n1C	18.2	0.11	-1.01
COc1ccc(NC(=O)CCN2C(=O)C3C4CCC(C4)C3C2=O)cc1 (configuration not stated)	-7.7	1.08	1.67
Cc1cccc(-n2nnc(C(=O)NCc3ccccc3Cl)c2N)c1	-6.7	.	.
COC(=O)C1CCN(S(=O)(=O)Cc2ccccc2)CC1	.	0.41	0.41
Cc1ccc2[nH]c(=O)c(CN(Cc3cccs3)C(=S)NCc3ccco3)cc2c1	-60.0	0.03	0.37
N#Cc1sc2nc(-c3cccs3)cc(-c3ccc(Cl)cc3)c2c1N	.	0.33	1.77
O=C(Nc1ccccc1-c1ccccc1NC(=O)c1ccco1)c1ccco1	-58.1	-0.08	-0.42
CCOC(=O)c1sc(NC(=O)c2cccc(S(=O)(=O)N3CCN(C)CC3)c2)cc1C	.	0.23	-0.21
Cc1cnc(C(=O)OCC(=O)Nc2cc(S(=O)(=O)N3CCCCC3)ccc2Cl)cn1	-7.1	1.22	1.59
CCn1c2ccccc2c2cc(NC(=O)COc3ccc(OC)cc3)ccc21	12.0	-0.44	-0.29
CCC(C)NC(=O)c1ccc(NC(=O)C2CCCO2)cc1 (configuration not stated)	.	0.57	0.29
Cc1cc(NC(=O)COC(=O)CCNS(=O)(=O)c2c(Cl)cccc2Cl)no1	61.5	.	.
CC(=O)Nc1ccc(OS(=O)(=O)c2c(C)cc(C)cc2C)cc1	14.3	.	.
Cc1cc(NC(=O)c2ccc3c(c2)OCCO3)ccc1NC(=O)c1cc2ccccc2o1	40.0	.	.
Oc1ccccc1C1=NCCNC(C(F)(F)C(F)F)=C1	2.8	1.06	1.14
COc1ccc(NC2CC(=O)N(C(C)C)C2=O)cc1 (configuration not stated)	47.4	-0.64	-1.06
CC1(C)CC(=O)C2=C(C1)N(CC1CCCO1)C(=O)NC2(C(F)(F)F)C(F)(F)F (configuration not stated)	48.1	0	0.37

Entries above marked active in Insulin prom inh.
SMILES	Insulin prom inh	SDO1 yeast rescue	SDO1 yeast rescue Rescue 24 h
Cc1ccc(-n2c(=O)[nH]cc(C(=O)Nc3ccc4c(c3)OCCO4)c2=O)cc1C	85.7*	0.21	-0.38

Continuation.
SMILES	Insulin prom inh	SDO1 yeast rescue	SDO1 yeast rescue Rescue 24 h
CCCCCCCCNC(=O)c1cccnc1SCC(=O)Nc1ccc(OC)cc1OC	0.0	-1.18	-0.25
Cc1ccc(C(=O)CN(C(=O)c2ccc(Cl)c(Cl)c2)N2C(=O)C3C4C=CC(C4)C3C2=O)cc1 (configuration not stated)	.	-1.65	-1.22
Cc1cc(C)c(C#N)c(SCc2ccccc2F)n1	-21.7	.	.
Cc1nnsc1NC(=O)OCc1ccccc1Cl	-29.0	-1.76	-1.38

Screens deposited in PubChem by several laboratories.

A portion of the library (hit frequency here may not be typical).
